# DENV2 CPE = DENV2-induced cell death inhibition | DENV2-infected cells, cytopathic effect rescue, plate reader | CPE inhibition, % at 9.99 µM | 350,000 tested, 1.7% active | AID 651640; in the data active = CPE inhibition above about 20%, passing the limit was not always enough; inconclusive = no clear call, values can overlap the other calls; tested in BHK-21 cells;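 note: 0% = median of neutral control wells and 100% = median of positive control wells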
# EWS-Fli block = inhibitors of EWS/Fli oncoprotein transcriptional activity; A673 NR0B1-luciferase reporter, viability-normalised; inhibition, % at 12.6 µM; 350,000 tested, 0.67% active;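 active = mean inhibition of at least 50% after viability correction, with every replicate also passing that limit; inconclusive = mean reaches 50% but only one of two replicates passes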;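 note: firefly luciferase signal divided by Alamar Blue viability fluorescence both relative to DMSO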
# INS-1E GSIS act = GLuc luminescence reporter in INS-1E cells, primary screen for activators of glucose-dependent secretion of insulin | INS-1E GLuc reporter insulin secretion, 2-3 h | AID 743287 | 370,000 tested, 0.61% active | activation, % at 16.6 µM;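 active = lowest replicate activation of at least 40%, so every replicate reaches that level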;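 note: 0% = median of neutral control wells and 100% = median of IBMX positive control wells; some compounds called inactive have numbers as strong as hits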
# PAX8 inh HTS = PAX8 transcriptional activity inhibition | inhibition, % at 12.6 µM | 360,000 tested, 1.2% active | RMG-I TPO-luciferase reporter, SteadyGlo, 24 h;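 active = mean replicate inhibition at least 60% with every replicate also reaching 60%; inconclusive = only one of the two criteria is met; inactive = mean below 60% and not all replicates reaching 60%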;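 note: luciferase light reporting Pax8 driven TPO promoter activity; plate controls were median of neutral control wells for no effect and mitoxantrone controls for full effect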
# CFTR F508del cor = CFTR F508del correction in bronchial cells. CFBE cells, YFP halide quenching; stimulated with forskolin plus potentiator P3; % fluorescence drop versus neutral controls. 350,000 tested, 0.36% active. activity (quench increase), % at 7.58 µM;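 active = mean added fluorescence quench of at least 8% versus neutral control, with both replicates also reaching 8%; inconclusive = only one of the mean or replicate conditions met; inactive = mean below 8% and not both replicates reaching 8%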;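 note: cells transiently co-express mutant CFTR-F508del with the halide-sensitive YFP; corrector assay measuring rescue of mutant channel to the surface after 24 h compound exposure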
# miR122 inh = blocks miR-122 activity in Huh7 sensor cells | Huh7 miR-122 Renilla luciferase sensor, 48 h; neutral wells = 0, positive control = 100 | activation (reporter increase), % at 12.5 µM | 340,000 tested, 0.3% active | AID 602342;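 active = mean replicate activation score at least 90 and every replicate individually at or above 90; inconclusive = only one of the two criteria met; inactive = neither criterion met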;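 note: higher luciferase means less miR-122 activity so hits act as miR-122 inhibitors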
# FN deposit inh = fibronectin deposition inhibition; inhibition, % at 12.6 µM; AH1F fibroblasts, Alexa488-fibronectin deposition fluorescence, overnight; 350,000 tested, 0.086% active; AID 743247;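 active = mean inhibition across replicates of 30% or more, regardless of how many single replicates reach that level; inconclusive = mean under 30% yet at least half of replicates reach 30%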;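 note: positive control wells lacked labelled fibronectin entirely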
#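 Material – AH1F fibroblast monolayer, labelled fibronectin deposition · Reagent – labelled fibronectin 24 nM · Timing – 1 h adhesion, overnight exposure · Measured by – fluorescence at 485 nm excitation, 525 nm emission · Read-out – inhibition of fibronectin deposition signal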
# Numbers without * were called inactive; u = inconclusive; x = no result given; & = joins results of further samples; [ ] = dose if it differs, or a comment.
SMILES,DENV2 CPE,EWS-Fli block,INS-1E GSIS act,PAX8 inh HTS,CFTR F508del cor,miR122 inh,FN deposit inh
COC(=O)C[C@@H]1CC[C@H]2[C@H](COc3ccc(NC(=O)c4cnccn4)cc3C(=O)N2C)O1,-12,5,13,3,-0.4,-6[16.7 µM],-2
COc1ccc(NC(=O)c2cc(C3CC3)nc3c2cnn3C(C)C)cc1OC,2,1,15,-1,1.1,3,1
CC(C)Cc1nc2oc3c(N4CCN(CCO)CC4)ncnc3c2c2c1CCCC2,x,x,-7,0,x,-5,x
CCC(=O)NC[C@@H]1[C@@H](c2ccc(-c3cccc(F)c3)cc2)[C@H](CO)N1C(=O)CC,x,15,-3,-10,-3.6,0[16.7 µM],x
O=C(c1ccccc1)c1nccn1-c1ccc(Cl)nn1,x,2,16,4,0.2,1,7
COc1ccc(S(=O)(=O)Nc2cccc3c2O[C@H](CN(C)C(=O)Nc2c(C)noc2C)[C@@H](C)CN([C@@H](C)CO)C3=O)cc1,10,-6,3,x,1.5,-4[16.7 µM],x
CCN(CC(=O)Nc1ccc(NC(C)=O)cc1)C(=O)COc1ccc(C(=O)c2ccccc2)cc1,x,x,4,17,x,x,-12
CO[C@@H]1CN(C)C(=O)c2ccc(NS(C)(=O)=O)cc2OC[C@H](C)N(C(=O)C2CCOCC2)C[C@@H]1C,7,-10,8,x,-1.0,4[16.7 µM],-12
O=C(NCc1ccc(F)cc1)c1ccc(CNc2c(N3CCOCC3)c(=O)c2=O)cc1,-1,8,-15,2,1.6,-4,-1
Cc1ccccc1S(=O)(=O)N(C)C[C@@H]1OCc2cnnn2CCCC(=O)N([C@H](C)CO)C[C@H]1C,-5&1,3&-4&9,9&17,-3&6&-2,2.5&-0.4&1.4,5,6&-1
CSc1ccc(/C=C(\C(=O)O)c2ccc(S(=O)(=O)N3CCCC3)s2)cc1,-13,-6,17,-9,3.4,4,-2
COc1ccc(C2CC(=O)c3sc(N)nc3C2)cc1 (stereo not given),x,x,x,-3,x,-1,-14
Cc1cc(C)c2nc(NNC(=O)c3ccc(S(=O)(=O)N4CCc5ccccc5C4)cc3)sc2c1,5,7,x,62*,5.3,x,6
O=C(CSCc1cc(=O)[nH][nH]1)Nc1ccc(F)cc1,x,-2,-10,-14,-1.0,x,-1
C[C@H]1CN([C@@H](C)CO)C(=O)c2cccc(NS(=O)(=O)c3ccc(Cl)cc3)c2O[C@@H]1CN(C)Cc1ccccc1,-9,4,4,0,3.7,3[16.7 µM],x
COc1ccc(NC(=O)Nc2ccc3c(c2)C(=O)N([C@@H](C)CO)C[C@H](C)[C@@H](CN(C)C(=O)Nc2ccc(C(F)(F)F)cc2)O3)cc1,-3,-8,-7,x,-1.3,-3[16.7 µM],x
C[C@H](CO)N1C[C@H](C)[C@@H](CN(C)Cc2ccccc2)OCCCC[C@H](C)Oc2ccc(NS(=O)(=O)c3cn(C)cn3)cc2C1=O,-7,4,47,-36,-3.0,28[16.7 µM],-2
O=C(CS(=O)(=O)c1cn(CC(=O)N2CCOCC2)c2ccccc12)Nc1ccccc1F,4,-6,x,x,-1.2,x,0
CN1CCN(c2ccc3c(c2)OC[C@@H](Cc2ccccc2)NS3(=O)=O)CC1,-6,8,-8,11,-1.1,x,8
CCN(c1ccccc1)S(=O)(=O)c1ccc(C(=O)N2CCOCC2)cc1,-2,-5,11,6,-2.2,-11,-2
COc1ccc(CN(C)C[C@H]2OCCCC[C@@H](C)Oc3ccc(NS(=O)(=O)c4cccs4)cc3C(=O)N([C@H](C)CO)C[C@H]2C)cc1,13,1,-19,-27,1.7,28[16.7 µM],x
Cc1ccc(SCC(=O)c2ccc(CC(=O)O)s2)cc1,-3,-6,x,-11,-2.2,-3,-12
O=C(c1ccc(CS(=O)c2ccccc2Cl)o1)N1CCN(C2CCCCC2)CC1 (stereo not given),4,-8,x,1,1.1,-1,4
O=C(COC(=O)c1cc(-c2ccccc2)nc2ccccc12)Nc1ccc2c(c1)OCO2,-4,-3,-14,-4,-0.8,-4,1
O=C(NCc1ccccc1)c1cc(C2CCCN(S(=O)(=O)c3cccc4cccnc34)C2)on1 (stereo not given),-9,-7,8,4,3.5,43,-3

# 4 entries drawn at random from those above, as already listed:
SMILES,DENV2 CPE,EWS-Fli block,INS-1E GSIS act,PAX8 inh HTS,CFTR F508del cor,miR122 inh,FN deposit inh
O=C(NCc1ccccc1)c1cc(C2CCCN(S(=O)(=O)c3cccc4cccnc34)C2)on1 (stereo not given),-9,-7,8,4,3.5,43,-3
Cc1cc(C)c2nc(NNC(=O)c3ccc(S(=O)(=O)N4CCc5ccccc5C4)cc3)sc2c1,5,7,x,62*,5.3,x,6
CN1CCN(c2ccc3c(c2)OC[C@@H](Cc2ccccc2)NS3(=O)=O)CC1,-6,8,-8,11,-1.1,x,8
CCC(=O)NC[C@@H]1[C@@H](c2ccc(-c3cccc(F)c3)cc2)[C@H](CO)N1C(=O)CC,x,15,-3,-10,-3.6,0[16.7 µM],x

# (continued)
SMILES,DENV2 CPE,EWS-Fli block,INS-1E GSIS act,PAX8 inh HTS,CFTR F508del cor,miR122 inh,FN deposit inh
C[C@@H]1CN([C@@H](C)CO)C(=O)CCCn2nncc2CO[C@H]1CN(C)C(=O)Nc1ccc(C(F)(F)F)cc1,4&-14,7&-4,-11,-3&16,0.5&-1.2,3,-15
COc1cc2nc(N(CCCN(C)C)C(=O)c3ccc(S(=O)(=O)N4CCc5ccccc5C4)cc3)sc2cc1OC,u,8,4,10,-1.1,-4,2
COc1ccc(NC(=O)[C@H](NC(=O)[C@@H]2Cc3ccccc3CN2)c2ccccc2)cc1,0,-2,6,8,0.9,3,7
O=C(NCc1ccccc1)OC1CC2CC1[C@H]1CCCCN1C2=O (stereo not given in full),-9,6,33,-21,-2.6,x,-6
CS(=O)(=O)c1ccc(-c2cccc(NC(=O)c3ccco3)c2)nn1,-2,-1,-2,9,-1.4,0,-4
CC(C)Cc1nc2oc3c(Cl)ncnc3c2c2c1CCCC2,14,20,2,8,0.4,-8,-17
CC(=O)Nc1nc2c(ccc3ccccc32)s1,11,-63,-4,-5,-0.4,x,-5
O=C(Nc1ccc2c(c1)CCC2)c1cc2ccccc2o1,x,x,8,-171,x,-6,-1
O=C1CC(NS(=O)(=O)c2cc(F)ccc2F)CN1c1cccc(F)c1 (stereo not given),-5,-9,1,-2,-2.8,-4,-2
Cc1ccnc(NC(=O)c2cccc(NC(=O)Cc3ccccc3)c2)c1,-2,-9,-11,-10,0.9,-4,-2
O=C(NCCc1nc2ccccc2[nH]1)/C(=C/c1ccc(F)cc1)NC(=O)c1ccco1,4,3,-6,20,0.5,x,1
O=C(CNC(=O)c1ccccc1)OCN1C(=O)c2ccccc2C1=O,-5,4,-12,x,0.7,-3,4
Cc1cc(/C=C/C(=O)O)c(C)n1-c1ccc(Cl)cc1,10,-61,x,-24,-1.7,x,4
CCOC(=O)C1CCCN(C(=O)C2CCN(S(=O)(=O)c3cccs3)CC2)C1 (stereo not given),x,x,2,x,x,-5,5
CCOC(=O)Cn1nc(C)c(NC(=O)CCc2ccc(OC)cc2)c1C,-4,4,6,-5,x,x,-31
CC(=O)Cn1cnc2c(sc3nc(C)cc(C)c32)c1=O,1,-43,3,-86,-0.4,0,-2
Cc1noc(C)c1S(=O)(=O)N(C)C[C@@H]1OCCCC[C@@H](C)Oc2ccc(NS(=O)(=O)c3ccc(F)cc3)cc2C(=O)N([C@H](C)CO)C[C@H]1C,-6,12,-8,12,2.5,-17[16.7 µM],-5
CCOC(=O)c1c(-c2ccccc2)oc2ccc(O)cc12,7,12,-1,22,-3.1,3,9
O=C(Cc1ccc(NC(=O)C2CCCN(C(=O)CCc3ccccc3)C2)cc1)Nc1ccc(C(=O)N2CCOCC2)cc1 (stereo not given),u,-6,-9,-10,-4.1,-3,16
CCSc1nnc(NC(=O)CSC2=NCCS2)s1,14,-10,-5,-4,1.4,x,-1
CCCCCCCCCCS(=O)(=O)N/N=C/c1ccccc1OC,x,x,-17,-3,x,-4,1
COc1ccc(C(=O)NCCCNC(=O)c2ccc(C)nc2)cc1,-4,0,-8,0,-0.4,2,8
Cc1nc(OCc2c(C)noc2C)c2ccccc2n1,5,2,14,-2,-1.5,x,2
COc1ccccc1C(=O)COC(=O)c1cccc(-n2cnnn2)c1,-4,-35,33,-12,-0.2,2,1
O=c1[nH]c2cc(F)ccc2c2ccc(F)cc12,7,-13,x,x,2.9,x,-1
# Continued.
SMILES,DENV2 CPE,EWS-Fli block,INS-1E GSIS act,PAX8 inh HTS,CFTR F508del cor,miR122 inh,FN deposit inh
Cc1cccc([C@@H]2[C@@H]3C(=O)N(Cc4ccccc4)C(=O)[C@@H]3[C@]3(Cc4ccccc4)C(=O)N(c4cccc(F)c4)C(=O)N23)c1,14,-6,2,-4,-0.6,x,-9
C[C@@H](NC(=O)C[C@H]1CC[C@H]2[C@@H](COC[C@H](O)CN2Cc2ccc(C(F)(F)F)cc2)O1)c1ccccc1,-5,-34,-12,27,2.6,-1[16.7 µM],2
COc1cccc(C(=O)Nc2ccc3c(c2)OC[C@@H](C)N(C)C[C@@H](C)[C@@H](OC)CN(C)C3=O)c1,u,-11,4,-3,-1.0,x,3
CN(Cc1ccccc1)C(=O)COC(=O)c1cc(=O)c2ccccc2o1,0,3,6,-1,4.0,-3,-5
C/C(CC(=O)Nc1ccc(Cl)c(C(F)(F)F)c1)=N\NC(=O)c1ccccc1O,x,x,-28,56,x,x,23
Cc1cc(C)c(C)c(S(=O)(=O)N(C)C2CCN(C)CC2)c1C,1,15,4,-8,0.2,x,1
Cc1ccc(S(=O)(=O)Nc2ccc3c(c2)C(=O)N([C@@H](C)CO)C[C@@H](C)[C@@H](CN(C)Cc2ccccc2)OCCCC[C@@H](C)O3)cc1,-27,-7,-25,16,0.6,-19[16.7 µM],-4
COc1ccc(Cl)cc1NC(=O)CN(C1CCCCC1)S(C)(=O)=O,x,x,x,-8,x,2,12
CCn1cc(CNC(=O)c2c(-c3c(Cl)cccc3Cl)noc2C)c(C)n1,x,x,-4,12,x,x,2
CCCOc1ccc(NC2=CC(=O)CC(C)(C)C2)cc1,9,-21,1,x,1.0,3,x
CC1(C)CC2CC(C)(CN2S(=O)(=O)c2cccc(C(N)=O)c2)C1 (stereo not given),-3,-4,-1,12,1.4,x,4
Cn1nc(C(=O)Nc2ccc(S(=O)(=O)N3CCOCC3)cc2)c2ccccc2c1=O,2,21,3,-14,-1.3,x,x
O=C(CN1CCCC1)Nc1c2c(nc3ccccc13)N(Cc1ccccc1)CC2,6,5,17,x,-1.6,x,x
O=S(=O)(c1ccc(NC(=S)NCc2ccco2)cc1)N1CCCC1,x,x,4,-13,x,x,-5
Cc1[nH]c2ccccc2c1C1=NNC(=Nc2ccc(F)cc2)SC1,9,12,2,52,-2.2,x,-6
COc1cc(OC)cc(C2=Cc3ccccc3C(CC(=O)c3ccco3)N2c2ccc(-c3cnc(OC)nc3)cc2)c1 (stereo not given),-8,7,23,6,2.3,x,6
CN(CC(=O)Nc1cccc(F)c1)CC(=O)Nc1cccc(S(=O)(=O)N(C)c2ccccc2)c1,-9,-1,x,17,0.3,x,-9
